High-throughput results as filed in PubChem BioAssay.
Artemis inh = blocks endonuclease activity of human Artemis; Q96SD1; 30,000 tested, 0.78% active; inhibition, % at 10 µM; AID 686954; recombinant Artemis, quenched FAM hairpin cleavage fluorescence;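 active means at 10 µM dose, at least 30% inhibition, measured as corrected fluorescence normalized to stimulator and neutral control wells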
Target sequence (Q96SD1 whole entry, looked up): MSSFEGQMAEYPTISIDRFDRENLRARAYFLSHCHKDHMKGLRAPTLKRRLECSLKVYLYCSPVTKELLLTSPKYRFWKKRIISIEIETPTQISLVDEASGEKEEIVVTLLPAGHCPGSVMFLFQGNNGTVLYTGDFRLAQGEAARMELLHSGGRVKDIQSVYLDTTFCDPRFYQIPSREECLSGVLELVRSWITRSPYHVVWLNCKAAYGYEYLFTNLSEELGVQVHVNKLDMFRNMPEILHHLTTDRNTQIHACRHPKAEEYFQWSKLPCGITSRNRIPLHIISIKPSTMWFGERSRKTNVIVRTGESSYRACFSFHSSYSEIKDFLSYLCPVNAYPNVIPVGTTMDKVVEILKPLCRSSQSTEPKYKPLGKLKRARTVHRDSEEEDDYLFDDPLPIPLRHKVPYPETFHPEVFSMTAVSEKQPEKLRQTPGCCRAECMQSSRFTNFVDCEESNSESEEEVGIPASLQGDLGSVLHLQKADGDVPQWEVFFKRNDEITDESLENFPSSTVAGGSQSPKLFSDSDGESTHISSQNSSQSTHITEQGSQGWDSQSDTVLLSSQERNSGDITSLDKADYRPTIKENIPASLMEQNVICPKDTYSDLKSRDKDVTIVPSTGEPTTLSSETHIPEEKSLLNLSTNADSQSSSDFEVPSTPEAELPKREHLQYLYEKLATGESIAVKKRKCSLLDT
* hit, by the source's call. This is a subset; the hit share may differ from the screen's.

compound | Artemis inh
CC/C(=N\NC(=O)c1ccc2c(c1)OCO2)C12CC3CC(CC(C3)C1)C2 | 7.0
CCc1ccc(S(=O)(=O)NCc2cn3ccccc3n2)s1 | -6.5
Nc1nc(SCc2ccccc2)ns1 | 3.2
CCN1C(=O)/C(=C/c2cc(C)n(C)c2C)SC1=Nc1ccc(OC)cc1 | -3.0
CCOc1ccc(Cn2c(O)cc(=O)[nH]c2=O)cc1 | -6.7
Cc1cccc(OCC(=O)N2CCN(C(=O)c3cccs3)CC2)c1 | -5.1
Cc1ccc(S(=O)(=O)N(c2ccccc2)C2CCS(=O)(=O)C2)cc1 (stereo unspecified) | 6.5
COc1ccc(S(=O)(=O)N(CC(=O)N2CCCC2)Cc2ccccc2)cc1 | -3.1
O=S(=O)(NCc1ccco1)c1cccc(S(=O)(=O)N2CCOCC2)c1 | -6.0
Cc1cccc(CN2C(=O)N/C(=C/c3cc(C)n(-c4ccccn4)c3C)C2=O)c1 | 23.3
CC(C)(C)NC(=O)NC(=O)COC(=O)c1ccco1 | -2.1
Cc1c(N2C(=O)c3cccc4cccc(c34)C2=O)c(=O)n(-c2ccccc2)n1C | -2.5
COc1ccc(C2CC(C(F)(F)F)n3ncc(C(=O)O)c3N2)cc1OC (stereo unspecified) | 16.3
CCOc1ccc(C(=O)CN2CCN(S(=O)(=O)c3ccc(Br)cc3)CC2)cc1 | 5.6
CCOC(=O)Cc1cnc(NC(=O)Cn2nnc(-c3ccc(OCC)cc3)n2)s1 | -3.6
COC(=O)c1ccccc1NC(=O)C1CCN(S(=O)(=O)c2cc(C)ccc2OC)CC1 | 0.2
O=C(O)CCC(=O)Nc1ccc(N2CCCCCC2)cc1 | 9.0
Nc1nc(C2CC2)c(Sc2sc(N)nc2C2CC2)s1 | 8.3
CCCNC(=O)Nc1ccc2c(c1)nc(C)n2C | -4.5
Cc1ccc(OCC(=O)Nc2ccc(O)c(-c3nc4ccccc4o3)c2)cc1 | 7.8
S=C(Nc1ccccc1)Nc1cc(Cl)ccc1Oc1ccccc1 | 10.7
O=C1C2C3C=CC(C3)C2C(=O)N1c1ccc(Cc2ccncc2)cc1 (stereo unspecified) | -10.3
COc1ccc(NC(=S)NCCSc2ccc(Cl)cc2)c(OC)c1 | -2.2
CCOC(=O)C(NC(=O)Nc1ccc(F)cc1)(OCC)C(F)(F)F (stereo unspecified) | -8.2
O=C(Nc1cccnc1Cl)C1c2ccccc2Oc2ccccc21 | 0.6
Cc1ccc2c(c1)[C@@H]1CN(C)CC[C@@H]1N2S(=O)(=O)c1ccc(F)cc1 | -5.1
COC(=O)c1cc(Br)c(=O)n(-c2cccc(F)c2)c1 | -5.8
O=c1ccn(-c2cccc(C(F)(F)F)c2)nc1-c1ccn(-c2cccc(Cl)c2)n1 | 4.8
Cc1cc(-c2ccccc2)nc(N(C)NC(=O)c2c(F)cccc2F)c1S(C)(=O)=O | -0.3
CCC(Sc1nc(-c2ccccc2)c(C#N)c(=O)[nH]1)C(=O)Nc1nnc(C)s1 (stereo unspecified) | -3.1
CCOC(=O)c1noc(C)c1C(=O)Nc1cccc(F)c1 | 5.4
CCN(CC)C(=O)CSc1nc2ncc(Br)cc2[nH]1 | -18.9
CCOc1ccc(N2CC(C(=O)OC)CC2=O)cc1 (stereo unspecified) | 0.9
CCn1c(-c2ccc(-c3ccccc3)cc2)c[nH]c1=S | 11.0
Cc1cc(NC(=O)Nc2cccs2)no1 | 0.5
Cc1ccc(S(=O)(=O)NC2CCOC(C)(C)C2)cc1 (stereo unspecified) | 5.6

Given as labelled records: 4 of the compounds above.
smiles: CCOC(=O)c1noc(C)c1C(=O)Nc1cccc(F)c1
  Artemis inh: 5.4

smiles: CCOc1ccc(N2CC(C(=O)OC)CC2=O)cc1 (stereo unspecified)
  Artemis inh: 0.9

smiles: Cc1cc(-c2ccccc2)nc(N(C)NC(=O)c2c(F)cccc2F)c1S(C)(=O)=O
  Artemis inh: -0.3

smiles: Cc1ccc2c(c1)[C@@H]1CN(C)CC[C@@H]1N2S(=O)(=O)c1ccc(F)cc1
  Artemis inh: -5.1

Next entries.
compound | Artemis inh
O=C(OCC(=O)N1CCc2ccccc21)c1ccc[n+]([O-])c1 | 0.9
Cc1cc(C)n(CNc2nc(C(F)(F)F)cs2)n1 | 3.6
COc1ccc(-c2[nH]ncc2/C=N\NS(=O)(=O)c2ccccc2)cc1OC | 0.9
CC1(C)Cc2c(c(-c3ccccc3)nc(N3CCOCC3)c2C(N)=O)CO1 | 2.5
CCOC(=O)Cc1csc(NC(NC(=O)CC)(C(F)(F)F)C(F)(F)F)n1 | -1.0
COc1ccc2cc3cc(C(=O)NCCc4ccc(OC)c(OC)c4)oc3nc2c1 | 10.1
Cc1cccc(C(=O)NC(NCc2ccco2)C(Cl)(Cl)Cl)c1 (stereo unspecified) | -1.7
COc1ccc(C2C(C#N)=C(N)Oc3c2sc2nc(C)cc(C)c32)cc1 (stereo unspecified) | 13.7
Cn1cccc1/C=N/n1c(-c2ccc(C(C)(C)C)cc2)n[nH]c1=S | 14.4
O=C(C1CCN(c2nnc(-n3cccc3)s2)CC1)N1CCN(c2cccc(C(F)(F)F)c2)CC1 | 2.4
CC1(C)Cc2noc(N)c2C(C)(C)N1OC(=O)c1ccco1 | -3.0
CCOC(=O)c1nn(-c2ccccc2C)c2nc(-c3ccc(C)cc3)c(C#N)c(=O)n12 | 5.9
N#Cc1ccccc1NC(=O)CC1CCCCC1 | 4.4
CC1SC(c2ccc(Cl)cc2)NC1=O (stereo unspecified) | -3.7
CCOC(=O)C1=C(C)NC2=C(C(=O)CC(C)(C)C2)C1c1ccc2c(c1)CCCN2C (stereo unspecified) | 5.2
O=C(Nc1ccc(NC(=O)c2ccc(S(=O)(=O)c3ccccc3)cc2)cc1)c1ccccc1 | 5.8
CN(O)/C=C1\C(=O)Nc2ccccc21 | -3.9
O=C(CSc1nnc(-c2ccncc2)o1)Nc1ccccc1Cl | 2.6
CCCCSc1cc(C)nc2ncnn12 | -4.8
CCc1ccc(C(C)NC(=O)c2ccc(F)cc2)cc1 (stereo unspecified) | 0.0
CCOC(=O)N1CCN(S(=O)(=O)N(C)C)CC1 | 0.9
O=C(CSc1ccccc1Cl)c1ccco1 | -0.1
CC1=C(C(=O)OCC(C)C)C(c2cc3c(cc2Br)OCO3)NC(=O)N1C (stereo unspecified) | 8.4
C#CC(CC)(CC)NC(=S)Nc1cccc(C(C)=O)c1 | 5.1

Single values from the list.
Value for CCCCSc1cc(C)nc2ncnn12 in Artemis inh: -4.8
Value for CCOC(=O)N1CCN(S(=O)(=O)N(C)C)CC1 in Artemis inh: 0.9
Value for C#CC(CC)(CC)NC(=S)Nc1cccc(C(C)=O)c1 in Artemis inh: 5.1
Value for O=C(CSc1nnc(-c2ccncc2)o1)Nc1ccccc1Cl in Artemis inh: 2.6

(more compounds)
compound | Artemis inh
CCCCC1C(C#N)=C(C)NC2=C1C(=O)CC(C)(C)C2 (stereo unspecified) | -5.3
Clc1cccc(NCc2nnc(SCc3ccc(Cl)cc3Cl)o2)c1 | 4.8
CC1CCCCN1S(=O)(=O)c1ccc(C(=O)Nc2nnc(-c3ccccc3Cl)o2)cc1 (stereo unspecified) | 32.1*
CCOC(=O)C(NC(=O)c1ccccc1OCC)(Nc1ncccn1)C(F)(F)F (stereo unspecified) | -4.3
O=C(Cn1c(N2CCN(c3ccccc3)CC2)nc2ccccc21)c1ccccc1 | -5.5
CCCc1nc2c(o1)CC(CC(C)SCC)CC2=O (stereo unspecified) | -7.9
CCOc1c(C#N)c(C#N)c2nc(C)cc(C)n12 | -4.5
C=C(Cl)COc1ccc2c(CCCC)cc(=O)oc2c1 | 5.6
Cc1cc(C)c(C#N)c(SCc2nc3ccccc3[nH]2)n1 | 0.9
COc1ccc(CSc2nnnn2-c2ccccc2)cc1 | -3.3
COc1ccc(N2CCN(C(=O)c3ccc(C(C)(C)C)cc3)CC2)cc1 | 7.5
CCCCOC(=O)C(C)Nc1n[nH]c(=O)[nH]c1=O (stereo unspecified) | 2.7
Cc1sc2ncn(CCC(=O)O)c(=O)c2c1C | -8.7
Nc1ccc2c(c1)C(=O)C(=O)c1ccccc1-2 | 71.1*
NC(=O)c1c(NC(=O)CN2CCCC2)sc2c1CCCC2 | -0.9
COC(=O)c1ccc(COC(=O)CNC(=O)c2ccco2)cc1 | 0.9
O=C(NCc1ccc2c(c1)OCO2)C1CC(c2cccc(Br)c2)=NO1 (stereo unspecified) | 5.2
Cc1nc2ccc(S(=O)(=O)NCC(=O)N3CCOCC3)cc2s1 | -1.1
COc1ccccc1N1CCN(c2nc(N)c(C#N)c(CC#N)c2C#N)CC1 | -3.2
C=CCSc1nc2c(c(C3CC=CCC3)c1C#N)CCC2 (stereo unspecified) | 4.5
Cc1cc(NC(=O)c2ccccc2)ncc1NC(=O)c1ccco1 | -3.6
Cc1c(Cl)cccc1-c1ccc(/C=N/n2cnnc2)o1 | 6.9
CSc1nnc(-c2sc3cc(C(F)(F)F)cnc3c2-c2cccnc2)n1C | 4.0
CCCCCc1c(C)nc(Nc2ccc(F)cc2)[nH]c1=O | -3.1
CCC(=O)Nc1ccc(C(=O)Nc2cccc(OC)c2)cc1 | 0.4
Cn1c(NC(=O)C2c3ccccc3Oc3ccccc32)cc(=O)n(C)c1=O | 0.8
CCCCC(CCC(=O)Nc1ccc(C(=O)OCC)cc1)C(=O)O (stereo unspecified) | 7.1
CC(=O)C(Sc1nc(N2CCOCC2)nc(N2CCOCC2)n1)C(=O)Nc1ccccc1 (stereo unspecified) | 2.8
COc1ccc(S(=O)(=O)N2CCOCC2)cc1C(=O)Nc1cc(C)on1 | -1.7
CCc1nnc(NC(=O)CSc2nnnn2-c2cccc(C(=O)OC)c2)s1 | -4.5
COc1ccc(Oc2nc3ccccc3n3cccc23)cc1 | -3.2
CC(C)c1cc(C(N)=O)c(NC(=O)c2cccc(COc3ccc(Cl)cc3)c2)s1 | -0.1
Cc1ccc(NC(=O)CN(C)S(=O)(=O)c2cccc3nsnc23)cc1 | -3.0
CCOC(=O)N1CCC(NS(=O)(=O)c2cc(Br)cnc2N)CC1 | -1.0
CC(C)(C#N)NC(=O)c1ccco1 | -7.0
O=C(c1cccc(-c2ccc(O)cc2)c1)N1CCOCC1 | -3.6
CSc1nc2sc(-c3ccccc3)cc2c(=O)n1N | -2.7
Cn1c(CCNC(=O)OC(C)(C)C)n[nH]c1=S | -2.9
CCOc1ccc(Cc2nc(-c3nonc3N)no2)cc1OCC | -12.3
Cc1occc1-c1nnc(SCC(=O)Nc2ccc3c(c2)OCO3)n1CC1CCCO1 (stereo unspecified) | 1.4
O=C(Nc1cc(C(F)(F)F)ccc1N1CCOCC1)c1ccc[n+]([O-])c1 | 12.0
CC(=O)Nc1nc(SCCCc2ccccc2)n[nH]1 | -8.2
CCCS(=O)(=O)N1CCCC(C(=O)NCCN2CCC(Cc3ccccc3)CC2)C1 (stereo unspecified) | -1.6
CC1(C)Cc2c(sc3nc(-c4ccccc4)n(N)c(=O)c23)CO1 | -3.7
O=C1Nc2ccccc2C(=O)C1(Cl)Cc1ccccc1 (stereo unspecified) | 9.0
CCCCCCn1cnc2c(c1=O)c1nc3ccccc3nc1n2Cc1cccs1 | 0.1
O=c1c(/C=C(\O)c2ccccc2)nc2ccccc2n1-c1ccccc1 | -14.2
CCCCn1c(=O)[nH]c(=O)c2c1nc(-c1ccc(-c3ccccc3Br)o1)n2CCOC | 5.3
CCCN1C2=NS(=O)(=O)CCN2c2ccccc21 | -3.4
O=C(CCN1CCOCC1)Nc1ccc2c(c1)CCC2 | -1.1
CCOCC(=O)Nc1cccc(C(=O)OCC)c1 | -8.2
c1ccc(-c2cn3c(n2)SCC3)cc1 | -5.0
Cc1nn(-c2ccc(C(=O)O)cc2)c(N)c1-c1ccccc1 | -7.5
Cc1c(NC(=O)CN2C(=O)c3ccccc3C2=O)c(=O)n(-c2ccccc2)n1C | 6.2
CCN(CC)S(=O)(=O)c1ccc(N2CCCCC2)c(C(=O)Nc2ccccc2N2CCOCC2)c1 | 13.1
C=CCn1c(=O)c2ccccc2n2c(SC(C)C(=O)Nc3nc(-c4ccccc4)cs3)nnc12 (stereo unspecified) | 5.8
CC(=O)c1cccc(NC=C2C(=O)OC3(CCCCC3)OC2=O)c1 | 5.4
CC(=O)N1CCN2C(=O)C1CCCC(=O)c1cc(C)ccc12 (stereo unspecified) | -1.1
COC(=O)C1=C(N)Oc2cc(C)n(Cc3cccnc3)c(=O)c2C1c1ccc(OC)c(OC)c1 (stereo unspecified) | 0.7
CCN(CC)C(=O)CSc1nc2ncc(Cl)cc2[nH]1 | 13.6

Next entries
compound | Artemis inh
CCc1cc(/C(Cc2ccc3ccccc3n2)=N\O)c(O)cc1O | -2.5
CS(=O)(=O)N1CCN(c2ccccc2NC(=O)Cc2ccc(Cl)cc2)CC1 | 1.5
O=C(Oc1cccnc1)c1cc2ccccc2oc1=O | 4.6
CCN1C(=O)/C(=C/c2cccs2)SC1=Nc1ccc(OC)cc1 | 2.9
COc1ccc(N/C=C(\C#N)c2ccc(OCCCF)cc2)cc1 | -8.0
O=C1SCCc2c1n(Cc1ccccc1)c1ccccc21 | 17.5
CN1C(=O)CC2(CC(=O)N(Cc3ccccc3)C2)C1=O (stereo unspecified) | -1.0
Cc1nnc(N2CCN(Cc3ccccc3)CC2)[nH]c1=O | 3.1
c1cc2c(cc1Oc1nc(N3CCOCC3)nc(N3CCOCC3)n1)OCO2 | 3.5
CCC(C)NC(=O)CCS(=O)(=O)c1ccc(Br)s1 (stereo unspecified) | 0.0
COC(=O)CNC(=O)c1c(-c2ccccc2Cl)noc1C | -10.5
Cc1cc(C)nc(SCNC(=O)c2ccc(F)cc2)n1 | -0.2
COc1nc(-c2ccncc2)nc2ccccc12 | 2.4
CCCOc1ccc(/C=c2\sc3nc(-c4ccco4)nn3c2=O)cc1OCC | 9.3
CCCC(=O)n1nc(-c2ccc(OC)cc2)nc1N | -3.6
N#CCSc1ncccc1-c1nc2ccccc2[nH]1 | -7.3
Cc1ccc(OC(=S)Nc2ccc(O)cc2)cc1 | 3.6
O=C(O)Cn1cc2c(n1)CCCC2 | -8.3
CCn1c(CNc2ccc(Cl)cc2)nnc1SCc1ccc(C)cc1 | 7.5
